# EPAC1 ag – qHTS for Agonist of cAMP-regulated guanine nucleotide exchange factor 3 (EPAC1): primary screen; Rap guanine nucleotide exchange factor 3 (Homo sapiens), O95398; EPAC1 agonist qHTS, biochemical assay; response scale: 100% = response to 6.5 mM cAMP; Potency, µM (doses to about 154 µM), without a hit: at the top dose activation, most hits filed as activators; 360,000 tested, 0.073% active; also: potency is read from the fitted curve at half-maximal effect; nearly all actives have a fitted effect of over 60% in size
#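 Nucleotide exchange assay: 100 nM EPAC1 with 250 nM Rap1B loaded with BODIPY-GDP and 50 uM GDP, room temperature. Fluorescence (480/540 nm) read every 5 min for 30 min; signal change normalized to 6.5 mM cAMP as full agonist.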
# PLK1 PBD block – qHTS for Inhibitors of PLK1-PDB (polo-like kinase 1 - polo-box domain): Primary Screen. Potency, µM, for the others: max response, negative = inhibition, hits mostly inhibitors. 360,000 tested, 2.8% active. Plk1 PBD binding of FITC phosphopeptide, fluorescence polarization. Serine/threonine-protein kinase PLK1 (Homo sapiens), P53350; also: potency is read from the fitted curve at half-maximal effect; series mostly up to about 57 µM; % is scaled to controls: 0 for no effect and ±100 for the full control effect; nearly all actives have a fitted effect of over 65% in size
# aSyn rescue – qHTS of alpha-syn Inhibitors | Yeast expressing alpha-synuclein, growth rescue, BacTiter-Glo, 24 h | Potency, µM (titrated, usually from 46.1 µM), for inactives: at the top dose growth rescue (activation), usual class: activators | 370,000 tested, 0.14% active | AID 652106, 2013; also: potency is read from the fitted curve at half-maximal effect; % of control where 0% means no effect; nearly all actives have a fitted effect of over 65% in size
#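 Rescue of yeast growth: cells expressing toxic alpha-synuclein, induced in galactose at OD600 0.02, incubated with compound 24 h at 30 C. ATP luminescence quantified growth; inhibitors of toxicity appear as activators.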
# IL2 activator – qHTS of IL-2 Activators; IL-2 activation reporter assay, cell-based qHTS; stimulated with anti-CD3/CD4/CD28 beads; in transgenic mouse T cells; activation, % (series mostly up to about 46 µM); 360,000 tested, 0.065% active; in the data active = activation above about 50%; inconclusive = mostly about 30% to 49%; also: 0% is about no effect
#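 EGFP and DsRed fluorescence is measured by plate cytometry in unstimulated transgenic mouse T cells exposed to compound for 60 minutes, then stimulated 18 hours at 37 degrees C with anti-CD3/anti-CD4 beads plus anti-CD28.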
# EPAC1 antagonist – qHTS for Antagonist of cAMP-regulated guanine nucleotide exchange factor 3 (EPAC1): primary screen; EPAC1 GEF assay, Rap1b-BODIPY-GDP exchange fluorescence; Potency, µM (series often up to 115 µM), for the others: at the highest dose activity change, negative = inhibition, actives largely listed as inhibitors; 360,000 tested, 0.14% active; AID 720709, 2013;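 also: potency is read from the fitted curve at half-maximal effect; plate controls were vehicle for no effect and positive control for full effect; nearly all actives have a fitted effect of over 50% in size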
# Abeta rescue – qHTS for compounds that reverse cellular toxicity of Amyloid beta (A-beta) peptide in yeast: Primary Screen. yeast expressing A-beta42, growth rescue, OD600, 48 h; response scale: 0% DMSO, 100% iron-clioquinol control. Potency, µM (top dose mostly 46.1 µM), for inactives: at the top dose growth rescue, most hits filed as activators. 410,000 tested, 0.063% active; also: potency is read from the fitted curve at half-maximal effect; nearly all actives have a fitted effect of over 55% in size
#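 Growth rescue measured by 600 nm absorbance after 48 h yeast culture at 30 C with compound. Values normalized between DMSO and an equimolar ferric chloride plus clioquinol control.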
# WRN inhibitor – qHTS for Inhibitors of WRN Helicase; Bifunctional 3'-5' exonuclease/ATP-dependent helicase WRN (Homo sapiens), Q14191; WRN helicase unwinding, fluorescent forked duplex, kinetic; Potency, µM (doses to about 114 µM), inactives show at the highest dose activity change, negative = inhibition, usual class: inhibitors; 360,000 tested, 0.46% active; AID 651768, 2012; also: potency is read from the fitted curve at half-maximal effect; % is scaled to controls: 0 for no effect and ±100 for the full control effect; nearly all actives have a fitted effect of over 55% in size
# Target sequence (Q14191 whole entry, looked up): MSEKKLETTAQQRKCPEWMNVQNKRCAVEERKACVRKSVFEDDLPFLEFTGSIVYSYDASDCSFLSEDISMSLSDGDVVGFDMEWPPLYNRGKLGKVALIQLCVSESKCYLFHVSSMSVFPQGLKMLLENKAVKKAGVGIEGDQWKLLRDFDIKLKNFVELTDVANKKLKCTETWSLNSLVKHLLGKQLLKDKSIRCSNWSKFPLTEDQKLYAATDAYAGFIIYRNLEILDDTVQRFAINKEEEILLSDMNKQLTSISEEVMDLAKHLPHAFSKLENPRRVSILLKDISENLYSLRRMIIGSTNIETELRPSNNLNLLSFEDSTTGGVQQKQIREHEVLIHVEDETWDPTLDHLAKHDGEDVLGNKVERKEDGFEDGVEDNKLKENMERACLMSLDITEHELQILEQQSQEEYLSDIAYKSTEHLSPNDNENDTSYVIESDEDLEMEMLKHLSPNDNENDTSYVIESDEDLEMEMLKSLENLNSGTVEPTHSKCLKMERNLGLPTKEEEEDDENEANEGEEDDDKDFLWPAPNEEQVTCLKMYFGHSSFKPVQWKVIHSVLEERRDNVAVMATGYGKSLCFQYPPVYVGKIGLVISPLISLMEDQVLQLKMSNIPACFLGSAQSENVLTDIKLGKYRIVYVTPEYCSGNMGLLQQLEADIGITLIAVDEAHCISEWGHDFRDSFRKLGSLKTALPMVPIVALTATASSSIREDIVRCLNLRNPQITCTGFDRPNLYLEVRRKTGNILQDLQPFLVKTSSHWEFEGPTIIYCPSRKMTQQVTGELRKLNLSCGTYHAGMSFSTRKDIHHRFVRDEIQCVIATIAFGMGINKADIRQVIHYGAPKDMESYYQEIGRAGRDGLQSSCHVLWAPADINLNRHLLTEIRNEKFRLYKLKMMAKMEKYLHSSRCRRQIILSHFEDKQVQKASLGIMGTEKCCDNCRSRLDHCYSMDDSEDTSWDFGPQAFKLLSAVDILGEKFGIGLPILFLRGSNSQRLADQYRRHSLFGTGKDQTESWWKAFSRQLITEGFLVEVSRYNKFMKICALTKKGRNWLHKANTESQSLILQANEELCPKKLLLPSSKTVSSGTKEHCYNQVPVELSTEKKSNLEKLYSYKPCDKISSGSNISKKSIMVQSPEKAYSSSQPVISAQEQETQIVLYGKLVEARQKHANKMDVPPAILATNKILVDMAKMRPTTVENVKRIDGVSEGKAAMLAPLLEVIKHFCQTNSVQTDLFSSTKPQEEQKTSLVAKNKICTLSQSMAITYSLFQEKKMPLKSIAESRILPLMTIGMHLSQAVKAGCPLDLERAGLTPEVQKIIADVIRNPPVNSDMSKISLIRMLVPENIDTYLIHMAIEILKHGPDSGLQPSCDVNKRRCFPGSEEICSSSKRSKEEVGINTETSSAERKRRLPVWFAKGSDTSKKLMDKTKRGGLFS
#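 Screening of the MLSMR collection measured strand separation of a quenched forked DNA duplex (100 nM) by 20 nM WRN with 2 mM ATP, all final. Compounds were preincubated with enzyme 15 min at room temperature.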
# PI5P4K alpha inh – qHTS for Inhibitors of phosphatidylinositol 5-phosphate 4-kinase (PI5P4K). PI5P4Kalpha enzyme, ADP-Glo luminescence, 60 min; stronger effect = lower value. max response, %. 330,000 tested, 1.2% active; active = max response of -50% or lower; inconclusive = between -30% and -50%; inactive = -30% or higher; also: value at the top dose of about 77 µM; % is scaled to controls: 0 for no effect and ±100 for the full control effect
#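 PI5P4Kalpha ADP-Glo assay; 5 microM ATP final; 60 min RT reaction; HEPES pH 7.4/EGTA/CHAPS, 5% DMSO; controls lacking substrate or enzyme; luminescent end-point.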
# FUS suppressor – qHTS for Suppressors of FUS Proteinopathy: Primary screen using FUS-linked yeast assay. S. cerevisiae FUS-expressing, growth rescue, OD600, 24 h. Potency, µM (highest dose often 76.6 µM), inactives show at the highest dose growth rescue (activation), most hits filed as activators. 390,000 tested, 0.24% active. AID 1347120, 2019;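 also: potency is read from the fitted curve at half-maximal effect; plate controls were DMSO vehicle for no effect and reference control for full effect; nearly all actives have a fitted effect of over 55% in size; some results filed as inactive show a strong effect at the top dose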
#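 Toxicity suppression screen in FUS-yeast. Cells induced with 2% galactose, starting OD 0.005, treated 24hr at 30C with compounds at multiple final concentrations; growth by OD600.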
# Starred values were filed as active, the others as inactive; u = inconclusive; x = not tested or not shown; [ ] = another dose, or the depositor's remark. Unless noted, calls follow the shape of the dose curve; as a rule, active = well fitted curve in the direction sought with a large enough effect; inconclusive = small, poorly fitted or top-dose-only effect, or another doubt; inactive = no such curve, though single readings can be large; an effect the other way counts as inactive or inconclusive.
SMILES,EPAC1 ag,PLK1 PBD block,aSyn rescue,IL2 activator,EPAC1 antagonist,Abeta rescue,WRN inhibitor,PI5P4K alpha inh,FUS suppressor
CCOC(=O)CC(=O)NC(C)(C)CCCCC(C)(C)NC(=O)CC(=O)OCC,-7%,1%,-4%,2.6,-16%,6%,-2%,-3,-17%
COc1ccc(CCNC(=O)/C=C/c2ccc(C)cc2)cc1OC,13%,-6%,-5%,-2.6,-13%,12%,-5%,-1,16%
O=C(Nc1ccccc1-c1ccccc1)c1ccc(NC(=O)c2ccco2)cc1,4%,0%,-19%,0.9,-15%,4%,-8%,5,2%
CSCCC1C(C#N)=C(N)Oc2n[nH]c(-c3cccs3)c21 (configuration not stated),-5%,-27%,-1%,-2.6,-1%,11%,-20%[57.1 µM],-65*,14%
CC1=Nc2ccc(C)cc2/C1=C/c1c(N)n2nc(CC(=O)N3CCOCC3)sc2nc1=O,-2%,7%,-1%,0.6,-7%,13%,-19%,-17,8%
CC1CCC(NC(=O)c2ccc(NC3=NC4CS(=O)(=O)CC4S3)cc2)CC1 (configuration not stated),-3%,-17%,3%,-1.2,-8%,12%,-3%,-1,28%
COc1ccc(-c2c3c(=O)n(C)c(=O)n(C)c3cn2C2CCCCC2)cc1,12%,-15%,-4%,-0.8,2%,-20%,-14%,x,14%
Cc1ccccc1CS(=O)(=O)c1nnc([C@H](Cc2ccccc2)NC(=O)OC(C)(C)C)o1,14%,7.5µM*,-59%[inhibitor],-1.6,-13%,-68%[inhibitor],-24%,x,28%
On1nnc2cc(C(F)(F)F)ccc21,7%,-18%,0%,6.9,9%,-1%,-1%,-4,6%
O=C(c1cccc(C(F)(F)F)c1)N1CCCC1,-3%,-3%,-3%,-3.2,7%,6%,-9%,x,-4%
CCC1CCCCN1S(=O)(=O)c1ccc2c(c1)CCN2C(C)=O (configuration not stated),-9%,-5%,-3%,-1.1,12%,2%,6%,-1,20%
COC(=O)N=Nc1c(O)n(Cc2ccccc2)c2ccccc12,-5%,1%,-1%,-0.5,-1%,-4%,7%,9,4%

# Gathered by group: those above with a CF3 group
SMILES,EPAC1 ag,PLK1 PBD block,aSyn rescue,IL2 activator,EPAC1 antagonist,Abeta rescue,WRN inhibitor,PI5P4K alpha inh,FUS suppressor
On1nnc2cc(C(F)(F)F)ccc21,7%,-18%,0%,6.9,9%,-1%,-1%,-4,6%
O=C(c1cccc(C(F)(F)F)c1)N1CCCC1,-3%,-3%,-3%,-3.2,7%,6%,-9%,x,-4%

# Next part
SMILES,EPAC1 ag,PLK1 PBD block,aSyn rescue,IL2 activator,EPAC1 antagonist,Abeta rescue,WRN inhibitor,PI5P4K alpha inh,FUS suppressor
COc1ccc(-c2cc(C(F)(F)F)n3nc(C(=O)N4CCCCC4)cc3n2)cc1,1%,-4%,2%,1.2,26%,3%,-5%,x,14%
CCOc1ccc(CNC23CN4CN(CN(C4)C2)C3)cc1,7%,-3%,-3%,-0.3,1%,5%,0%,x,5%
COc1ccc(CC(=O)Nc2cc(C)ccc2O)cc1OC,-3%,1%,0%,0.4,13%,3%,1%,1,-9%
Cc1ccc(CNc2ncnc3cc(Cl)ccc23)o1,-4%,-4%,7%,-2.4,1%,12%,-7%[57.1 µM],-10,-5%
CCN(CC)S(=O)(=O)c1cc([N+](=O)[O-])ccc1NNC(=O)Nc1ccccc1OC,9%,-24%,-4%,-0.5,-2%,-3%,-8%,9,22%
COc1ccc(CC(N)c2csc(NC(=O)Nc3cc(OC)ccc3OC)n2)cc1 (configuration not stated),1%,-3%,3%,0.0,-17%,11%,-9%,10,32%
COc1cc(CN2CCCC(C(=O)c3ccccc3SC)C2)cc(OC)c1 (configuration not stated),-9%,1%,3%,0.0,1%,8%,3%,-3,-11%
COCCn1c(NC(=S)NC(=O)C23CC4CC(CC(C4)C2)C3)cc(=O)[nH]c1=O,-1%,u,0%,-0.4,-9%,5%,4%,u,8%
Cc1cc(Cl)ccc1OC(C)C(=O)NCCCn1ccnc1 (configuration not stated),-7%,-1%,-1%,0.3,12%,-6%,9%,-4,-8%
CCOc1cc(CNCCCN2CCOCC2)cc(Br)c1OCC(=O)Nc1cccc(C(F)(F)F)c1,-3%,-13%,-11%,-3.1,-13%,-1%,0%,-2,8%
COC1Cc2ccccc2N(C(N)=O)c2ccccc21 (configuration not stated),-1%,1%,0%,0.8,21%,-1%,-23%,8,16%
COc1ccc(N=C/C=C2/C=C(c3ccccc3)OC(C)(C)O2)cc1,-11%,-18%,-5%,-2.4,-24%,-3%,3%,-5,13%
CC(=O)N/N=C/c1ccc(OCCOc2ccc(Br)cc2)cc1,-9%,-10%,3%,-1.2,-17%,-1%,-22%,2,x
CN1CCN(c2ccc(Cl)cc2NC(=O)c2ccc(=O)n(C)n2)CC1,8%,-1%,-5%,-0.7,2%,-11%,0%,-4,12%
CCNC(=O)CN(C1CCCCC1)S(C)(=O)=O,5%,3%,4%,0.4,-6%,2%,-6%,3,-20%
O=[N+]([O-])c1cc(C(F)(F)F)cc([N+](=O)[O-])c1NN=C1CCCCC1,-95%[inhibitor],u,12%,0.9,u,7%,-25%,-15,x
Cc1cccc(N2CC(C(=O)Nc3nc4ccc(S(C)(=O)=O)cc4s3)CC2=O)c1C (configuration not stated),12%,u,8%,1.4,2%,7%,-2%,u,9%
CCCCN1CCNC1=S,5%,-2%,9%,0.4,14%,25%,15%,0,8%
Cc1cc(OCC(=O)NCc2ccccn2)c2c(C)cc(=O)oc2c1,11%,-14%,-1%,-1.1,9%,5%,-4%,9,-8%
COc1ccc(-n2c(Cc3cccn3C)nnc2SCC(=O)Nc2cccc(OC)c2)cc1,-3%,-1%,-12%,-2.3,-2%,-1%,-5%,1,14%
O=C(Nc1cccc(Cl)c1)Nc1ccc2c(c1)C(=O)OC2,0%,-10%,-4%,-2.3,-4%,-5%,-9%,-1,-8%
O=C(CCn1cccn1)N1CCCC(N2CCN(c3cccc(C(F)(F)F)c3)CC2)C1 (configuration not stated),-3%,3%,-6%,-3.4,2%,-6%,-21%,0,x
O=CN/N=C/c1c(O)ccc2ccccc12,-9%,-12%,u,0.6,2%,5%,4%,-3,9%
COc1cccc(CN2CCN(C(=O)c3ccc(-c4ccccc4)cc3)CC2)c1,-3%,0%,9%,-4.0,-7%,11%,-11%,5,1%
CC1(C)CNC(=S)N1Cc1ccccc1,9%,-9%,14%,-1.4,1%,2%,0%,-11,16%
Fc1ccccc1NC(=S)N/N=C/c1ccccc1Br,3%,u,-7%,2.3,-2%,1%,0%,x,-2%
Cc1cc(C)c(S(=O)(=O)NCC2CCC(C(=O)NCCCN3CCC(C)CC3)CC2)c(C)c1 (configuration not stated),1%,24µM*,4%,-0.7,10%,6%,-3%,0,20%
O=C(c1ccc(Br)o1)N1CCN(CCc2ccncc2)CC1,2%,-13%,-8%,-0.7,5%,-10%,-1%,-1,-25%
CCNc1nc(NC(C)C)nc(OCCOC(=O)c2ccccc2)n1,1%,-1%,0%,-3.5,-4%,15%,-12%,x,5%
O=C(Nc1ccccc1C(=O)NC1CC1)c1ccccc1,-1%,-14%,2%,0.4,u,u,-5%,5,-22%
CC(C)n1nnnc1SCC(=O)NC1CCCC1,7%,-5%,6%,-1.2,-23%,-11%,-29%,2,-5%
O=C(c1cccs1)N1CCCc2ccccc21,1%,-4%,-6%,0.3,-14%,22%,-1%,x,24%
COc1ccc(NC2=CC(=O)CC(c3ccccc3)C2)cc1 (configuration not stated),10%,-8%,-8%,0.0,-2%,-8%,-5%,5,-8%
COc1ccccc1CC(=O)NCc1ccc2c(c1)OCO2,0%,-4%,3%,-2.6,-1%,8%,6%,-4,16%
Cn1c(NN)nc2sc3c(c2c1=O)CCC3,6%,-10%,-2%,1.5,-17%,6%,-14%,u,u
CCOC(=O)Cc1c(C)nc2c(-c3ccccc3)c(-c3ccccc3)[nH]n2c1=O,2%,-11%,-1%,-1.1,-25%,-8%,-31%,x,44%
COCCNC(=O)c1cccc(OC2CCN(Cc3ccccc3OCCO)CC2)c1,-11%,-2%,1%,-2.3,-15%,4%,10%,-4,21%
Cc1cccc(C)c1NC(=O)CN1CCC(Cc2ccccc2)CC1,-8%,-5%,3%,0.8,5%,-7%,-1%,4,-23%
Cc1ccc(S(=O)(=O)N2CCC(C(=O)NN3CCCCC3)CC2)cc1,14%,-17%,7%,-0.1,1%,6%,-21%,0,-10%
O=C(NC1CCCC1)C1CCN(c2cnccn2)CC1,0%,5%,2%,3.0,-4%,3%,-2%,-6,-8%
O=C(NC1CCCCC1)c1cccc2c(-c3ccc(F)c(F)c3)coc12,-26%,6%,6%,1.0,-6%,-3%,-4%,-1,17%
O=C1N=C(N2CCCC2)S/C1=C\C=C\c1ccccc1,-9%,-12%,5%,1.4,-6%,-2%,-7%,u,20%
Cc1ccnc(NC(=O)c2cc(-n3cnnc3)ccc2Cl)c1,-4%,0%,-12%,-0.5,7%,-9%,7%,x,17%
CCCOc1ccc(-c2c(C(=O)N/N=C/c3ccccc3OCC)nnn2-c2nonc2N)cc1,0%,2%,0%,-0.5,12%,-10%,0%,0,-11%
CCN(CC(=O)N1CCOCC1)S(=O)(=O)c1ccc(F)cc1,11%,-14%,-1%,0.1,11%,4%,1%,-6,3%
COc1ccc(-c2nnn(CC#N)n2)cc1OC,8%,1%,4%,0.2,-2%,6%,1%,2,-25%
